Source: PubChem BioAssay
DRD3 agonist: activates the human D3 dopamine receptor. D3R DiscoveRx beta-arrestin cells, luminescence, 90 min. P35462. max activation, %. AID 652048. 410,000 compounds, 0.58% hits; in the data active means max activation above about 30%; further: 0% is about no effect; mostly tested at two doses, the higher about 12 µM
Target sequence (P35462 whole entry, looked up): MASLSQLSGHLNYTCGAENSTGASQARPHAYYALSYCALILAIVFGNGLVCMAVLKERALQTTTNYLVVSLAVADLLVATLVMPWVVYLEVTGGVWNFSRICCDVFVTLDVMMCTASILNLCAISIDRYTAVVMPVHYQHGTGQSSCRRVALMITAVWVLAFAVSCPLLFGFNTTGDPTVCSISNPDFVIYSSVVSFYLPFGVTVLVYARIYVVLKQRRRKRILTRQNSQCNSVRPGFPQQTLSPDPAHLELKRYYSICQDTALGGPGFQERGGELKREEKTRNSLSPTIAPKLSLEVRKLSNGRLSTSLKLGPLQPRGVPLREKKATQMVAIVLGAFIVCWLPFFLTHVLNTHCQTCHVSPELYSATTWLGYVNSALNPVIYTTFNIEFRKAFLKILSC
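Cells at 1500/well, incubated overnight, then treated with pinned compounds (dopamine as control) for 90 min at 37 degrees C. DiscoveRx reagent added for 30 - 60 minutes at room temperature; luminescence read.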
CCT modulator: changes cytosolic chaperonin activity; purified chaperonin ATPase assay, HTRF ADP detection, 30 min; 360,000 compounds, 0.3% hits; activity change, % (no concentration beside the values), hits read low; in the data active means activity change below about -30%; further: on the % scale 0 is the no-effect control and ±100 the full control effect
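TRiC at 40 or 20 nM final (batch-dependent) in 30 mM Tris pH 7.4, 100 mM KCl, 5 mM MgCl2, 1 mM DTT, with compound at single 76 uM and 10 uM ATP, 30 min at 37 deg C. ADP detected by HTRF Transcreener, 665/615 ratio.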
PTHR1 ag: PTHR1 (human) receptor agonism. HEK293 GP2 PTHR1 cells, GloSensor cAMP luminescence, 1 h. Potency, µM (series often up to 115 µM), for inactives: top-dose activation, actives largely listed as activators. 410,000 compounds, 0.075% hits. AID 743266; further: potency means the concentration at half of the fitted maximal effect; nearly all actives have a fitted effect of over 55% in size; some results filed as inactive show a strong effect at the top dose; inactives centre near -15; many of its hits are not listed in these tables
Target sequence (Q03431 whole entry, looked up): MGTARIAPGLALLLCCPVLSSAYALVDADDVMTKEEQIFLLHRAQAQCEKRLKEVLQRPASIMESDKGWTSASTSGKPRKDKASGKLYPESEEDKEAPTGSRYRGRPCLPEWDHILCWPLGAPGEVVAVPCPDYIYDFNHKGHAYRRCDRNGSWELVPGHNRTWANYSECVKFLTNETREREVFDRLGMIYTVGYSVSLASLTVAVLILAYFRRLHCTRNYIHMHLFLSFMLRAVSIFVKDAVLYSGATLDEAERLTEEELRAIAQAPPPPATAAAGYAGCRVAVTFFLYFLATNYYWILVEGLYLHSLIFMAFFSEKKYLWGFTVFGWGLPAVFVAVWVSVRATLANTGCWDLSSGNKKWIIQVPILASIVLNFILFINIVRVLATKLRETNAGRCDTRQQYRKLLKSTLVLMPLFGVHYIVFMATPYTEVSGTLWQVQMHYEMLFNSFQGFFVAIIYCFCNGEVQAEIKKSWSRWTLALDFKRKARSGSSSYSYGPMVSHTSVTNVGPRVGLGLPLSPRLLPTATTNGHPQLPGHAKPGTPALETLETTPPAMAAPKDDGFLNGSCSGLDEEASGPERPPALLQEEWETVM
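HEK-293-derived GP2 cells expressing PTHR1 and a GloSensor cAMP reporter, 3,000/well, plated overnight, given luciferin plus IBMX (each 0.5 mM as added) for 1 h at 37 °C, then compound for 1 h at 37 °C. Luminescence was read after 15 min at room temperature.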
D3 antag: blocks the human D3 dopamine receptor | P35462 | D3R cells, DiscoveRx beta-arrestin luminescence, antagonist mode; hits give low values | max response, negative = inhibition, % | 360,000 compounds, 2.5% hits | AID 652054; in the data active means max response below about -50%; inconclusive means no clear call, values can overlap the other calls; further: on the % scale 0 is the no-effect control and ±100 the full control effect; mostly tested at two doses, the higher about 12 µM
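Cells plated overnight at 1500 cells/well, then exposed to library compounds with dopamine controls for 90 minutes at 37 degrees C. DiscoveRx reagent added for 30–60 minutes at room temperature; luminescence read, quantitative HTS format.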
Akt phos inh: Akt phosphorylation inhibition; Neuro2A IGF-stimulated pAkt S473 HTRF, 20 min; hits give low values; activity change, % for hits at 50 µM; 360,000 compounds, 0.32% hits; AID 651550; in the data active means activity change below about -80%; inconclusive means mostly about -51% to -80%; further: on the % scale 0 is the no-effect control and ±100 the full control effect
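Neuro2A cells (4,500/well, DMEM with 0.5% FBS) were treated with compound at a single 50 µM final concentration, stimulated with 6 nM IGF for 20 min at 37 °C, and lysed. Phospho-Akt Ser473 was read by HTRF as 665/615 ratio ×10^4.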
EPAC2 ag: activates human EPAC2 exchange factor | EPAC2 activation, biochemical qHTS; response scale: 100% = 6.5 mM cAMP response | Potency, µM (titrated, usually from 154 µM), for the others: at the top dose activation, usual class: activators | 360,000 compounds, 0.079% hits; further: potency means the concentration at half of the fitted maximal effect; nearly all actives have a fitted effect of over 50% in size
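Setup: EPAC2 100 nM, labeled Rap1B complex 250 nM, free GDP 50 uM. Compound titrations pinned in, brief spin, 5 min room temperature incubation. Kinetic fluorescence read over 30 min, normalized to 6.5 mM cAMP.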
Mm-Cpn inhibitor: inhibitors of Methanococcus maripaludis chaperonin (MmCpn); purified Mm-Cpn ATPase, ADP Transcreener TR-FRET; Potency, µM (highest dose often 76.9 µM), for the others: at the top dose activity, negative = inhibition, most hits filed as inhibitors; 330,000 compounds, 0.031% hits; AID 504842; further: potency means the concentration at half of the fitted maximal effect; on the % scale 0 is the no-effect control and ±100 the full control effect; nearly all actives have a fitted effect of over 80% in size
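Inhibition of chaperonin ATP hydrolysis is measured as reduced ADP production, detected by competitive TR-FRET in which signal falls with ADP. Final enzyme 25 nM and ATP 10 uM, reacted 30 min at 37°C.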
EPAC2 antag: blocks human EPAC2 exchange factor; EPAC2 GEF exchange of Rap1B-BODIPY-GDP, fluorescence; Potency, µM (doses to about 114 µM), inactives show at the highest dose activity, negative = inhibition, most hits filed as inhibitors; 360,000 compounds, 0.18% hits; Q8WZA2; AID 720708; further: potency means the concentration at half of the fitted maximal effect; on the % scale 0 is the no-effect control and ±100 the full control effect; nearly all actives have a fitted effect of over 45% in size; many of its hits are not listed in these tables
An asterisk follows results filed as active; i = inactive; ? = inconclusive; / = no result given; [ ] = another dose, or the depositor's remark. Unless noted, the call rests on the fitted dose curve; in most records, active means well fitted curve in the direction sought with a large enough effect; inconclusive means small, poorly fitted or top-dose-only effect, or another doubt; inactive means no such curve, though single readings can be large; an effect the other way counts as inactive or inconclusive. This is a subset (hit frequency here may not be typical).

Preview, 4 compounds:
SMILES	DRD3 agonist	CCT modulator	PTHR1 ag	D3 antag	Akt phos inh	EPAC2 ag	Mm-Cpn inhibitor	EPAC2 antag
O=C(CCc1ccccc1)Nc1nc2n(n1)C(c1ccccc1)CC(=O)N2 (stereo not drawn)	-3	-4.3	i	-9	i	4%	1%	2%
CCC(C(=O)OCC(=O)Nc1ccc(C)c(S(=O)(=O)N2CCOCC2)c1)c1ccccc1 (stereo not drawn)	7	-3.2	i	0	i	5%	0%	-18%
C/C(=N\NC(=O)CNc1cccc(C)c1)c1ccc(Br)s1	2	0.5	i	12	i	10%	-1%	-9%
COc1ccccc1C1CCN(C(=O)c2ccc(Cl)cc2)CC1	-8	-4.2	-7%	4	i	13%	1%	-13%

The list itself, from the first entry:
SMILES	DRD3 agonist	CCT modulator	PTHR1 ag	D3 antag	Akt phos inh	EPAC2 ag	Mm-Cpn inhibitor	EPAC2 antag
O=C(CCc1ccccc1)Nc1nc2n(n1)C(c1ccccc1)CC(=O)N2 (stereo not drawn)	-3	-4.3	i	-9	i	4%	1%	2%
CCC(C(=O)OCC(=O)Nc1ccc(C)c(S(=O)(=O)N2CCOCC2)c1)c1ccccc1 (stereo not drawn)	7	-3.2	i	0	i	5%	0%	-18%
C/C(=N\NC(=O)CNc1cccc(C)c1)c1ccc(Br)s1	2	0.5	i	12	i	10%	-1%	-9%
COc1ccccc1C1CCN(C(=O)c2ccc(Cl)cc2)CC1	-8	-4.2	-7%	4	i	13%	1%	-13%
CCOC(=O)C1=C(C)Nc2nc(C)nn2C1c1ccc(OCC)c(OC)c1 (stereo not drawn)	-12	-1.6	8%	0	i	11%	3%	3%
COc1ccc(-c2noc(COc3ccccc3OC)n2)cc1OC	4	0.2	-2%	2	i	5%	?	-10%
Cc1sc(NC(=O)Cn2nc(C(F)(F)F)cc2C)c(C(=O)OC(C)C)c1C	-2	-0.3	i	5	i	-11%	0%	-2%
CCCOc1ccc(CCN2CCC(=O)NC2=O)cc1C	11	-2.5	i	0	i	17%	1%	12%
CCOCc1nnc(NC(=O)c2cc(OC)cc(OC)c2)s1	-3	-4.4	-18%	-3	i	8%	-9%	-1%
COc1cc(/C=N/Nc2ccccn2)ccc1O	-2	-1.3	-16%	?	i	6%	-1%	2%
CNCC(O)Cn1c(C(F)(F)F)nc2ccccc21 (stereo not drawn)	-2	-2.4	i	-6	i	5%	0%	-2%
CCN(CC)S(=O)(=O)c1ccc(N2CCOCC2)c(NC(=O)c2sccc2C)c1	0	0.5	-1%	25	i	4%	-14%	3%
Cc1cc(C)nc(NS(=O)(=O)c2ccc(NC(=O)c3ccc(S(=O)(=O)N4CCOCC4)cc3)cc2)n1	-4	-1.0	i	23	i	4%	-13%	5%
O=C(CSCc1ccc(Cl)cc1)N/N=C/c1ccccc1	4	1.2	-12%[57.5 µM]	14	i	8%	-2%	-20%
O=C(CCN1C(=O)c2ccccc2C1=O)NNC(=O)c1ccc(Cl)cc1Cl	-2	0.2	i	2	i	10%	1%	-4%
CCn1nc(C)cc1-c1nnc(SCC(=O)Nc2ccccc2)n1CCCOC	0	-2.0	i	4	i	-6%	-1%	0%
COc1ccc(C(=O)NCCc2nnc3ccc(SCC(=O)NCc4ccc(F)cc4)nn23)cc1	-5	-0.1	-9%	-9	i	9%	-3%	5%
COc1ccccc1N1CCN(/N=C/C(Cl)=C/c2ccccc2)CC1	16	0.9	-29%	47	i	0%	0%	2%
COc1ccc(CC(=O)Oc2ccc(C#N)cc2)cc1	10	1.2	-1%	7	i	19%	0%	-24%
Cc1nc2ccccc2c(=O)n1NC(=O)c1ccc([N+](=O)[O-])cc1Cl	-1	-9.1	i	8	i	13%	-1%	3%
O=C(COC(=O)CNC(=O)c1cccc([N+](=O)[O-])c1)Nc1cccc(S(=O)(=O)N2CCCCC2)c1	-2	-1.8	i	-3	i	-3%	2%	-8%
O=C(CSc1nnc(Cn2c(=O)sc3ccccc32)n1-c1ccccc1)NCc1ccco1	3	-1.9	-20%	5	i	2%	1%	7%
c1ccc(-c2cn(-c3ccccc3)c3ncnc(N4CCCCC4)c23)cc1	10	0.4	-16%	46	i	5%	2%	-18%
O=C(CSc1nnc(CNC(=O)c2c(F)cccc2Cl)o1)Nc1ccc2c(c1)OCCO2	2	1.0	i	2	i	7%	-9%	-4%
O=C(CSc1ncn[nH]1)c1ccccc1	7	1.3	-7%[57.5 µM]	-8	i	6%	0%	17%
Cc1ccc(NC(=O)C2C(c3ccccc3)C=CC(c3ccccc3)C2C(=O)O)cc1 (stereo not drawn)	4	-1.4	-6%	0	i	0%	-1%	2%
CCn1c(SCC(=O)NC2=NCCS2)nnc1C(C)NC(=O)c1ccc(Cl)cc1 (stereo not drawn)	2	0.5	18%	-16	i	10%	-1%	8%
O=C(CCNC(=O)c1ccccc1)NCCCc1ccccc1	1	0.5	i	0	i	4%	-2%	14%
Clc1ccc(-c2nc3ccc(Cl)cn3c2Cc2ccccc2)cc1	-3	-0.7	-34%	1	i	-8%	/	-15%
Nc1cccc2c1C(=O)N(CCOc1ccccc1F)C2=O	-5	-1.1	-64%	-21	i	10%	-2%	-6%
COc1ccc(N(CC(=O)NC2CCCCC2)C(=O)CNC(=O)c2ccco2)cc1OC	-3	-2.3	i	4	i	5%	-1%	-3%
Cc1ccc(CCNC(=O)C2CCN(S(=O)(=O)c3ccc4c(c3)NC(=O)CO4)CC2)cc1	1	-2.5	i	-5	i	2%	-1%	0%
COc1ccc(Cc2c(O)nc(SCC(=O)N3CCCCCC3)[nH]c2=O)cc1	-10	-1.8	i	-21	i	11%	-1%	6%
CCN1CCN(C(c2cccs2)C(C)NC(=O)c2ccccc2F)CC1 (stereo not drawn)	-26	-1.7	i	15	i	12%	-2%	-5%
CCOc1ccc(NC(=O)C2(c3ccc(OC)c(OC)c3)CCCC2)cc1	-5	-3.1	-12%	10	i	6%	0%	-1%
CNS(=O)(=O)c1cc(Br)ccc1S(=O)c1ccccc1C(=O)O (stereo not drawn)	-4	-1.2	i	3	i	5%	0%	5%
Cc1ccc2nc(SCC(=O)NCc3ccco3)[nH]c2c1	1	-0.9	i	24	/	8%	-3%	-1%
CCCCN(C(=O)CSCC(=O)Nc1cccc(C)c1)c1c(N)n(Cc2ccccc2)c(=O)[nH]c1=O	-8	-2.3	-53%	-23	i	-9%	2%	-2%
COc1cc2c(cc1OC)CN(C(=O)c1ccc(N3CCCC3)c([N+](=O)[O-])c1)CC2	14	1.8	-30%	23	i	9%	2%	-2%
CC1(C)CC(=O)C=C(c2ccc(COC(=O)c3cc(F)cc(F)c3)cc2)C1=O	-9	2.2	i	-14	i	-6%	/	-19%
COc1cccc(-c2nnc3n2N=C(C(C)(C)C)CS3)c1	1	-1.2	-9%	-12	i	11%	0%	0%
COc1ccccc1OCCCCN1CCN(C(c2ccccc2)c2ccccc2)CC1	-34	-4.3	-39%[inhibitor]	-84*	i	12%	0%	-5%
CCCNC(=S)Nc1ccc(S(N)(=O)=O)cc1	-3	-3.1	-9%	-16	i	9%	0%	-2%
O=C(N[C@H]1C/C=C\C(c2cccc(F)c2)N(Cc2ccccc2)C(=O)C1)OCC1c2ccccc2-c2ccccc21 (stereo partly drawn)	-7	-2.2	-26%	-14	i	5%	-3%	5%
O=C(c1cccc(Cl)c1)N1CCN(C(=O)c2ccco2)CC1	4	2.5	0%	-24	i	5%	3%	13%
O=C(Nc1c(F)cc(F)cc1Br)c1cc(-c2ccc(O)cc2)on1	-4	-1.5	-29%	9	i	6%	2%	-2%
CN1C(=O)c2ccc(NC(=S)NC(=O)C(C)(C)C)cc2C1=O	-7	-1.4	i	-9	i	-5%	1%	3%
COc1ccc(N2CCN(S(=O)(=O)Cc3ccccc3)CC2)cc1	2	-3.3	i	17	i	-9%	0%	5%
Cc1ccc(C)c(C(=O)Cn2c(NCCO)nc3ccccc32)c1	-11	0.7	i	-15	i	4%	1%	7%
C/C(=N\NC(=O)c1nnn(-c2nonc2N)c1-c1ccc2c(c1)OCO2)c1ccc(F)cc1	5	0.7	i	1	i	-7%	2%	-4%

Reformatted: entries from further up.
Structure,DRD3 agonist,CCT modulator,PTHR1 ag,D3 antag,Akt phos inh,EPAC2 ag,Mm-Cpn inhibitor,EPAC2 antag
CCCNC(=S)Nc1ccc(S(N)(=O)=O)cc1,-3,-3.1,-9%,-16,i,9%,0%,-2%
O=C(N[C@H]1C/C=C\C(c2cccc(F)c2)N(Cc2ccccc2)C(=O)C1)OCC1c2ccccc2-c2ccccc21 (stereo partly drawn),-7,-2.2,-26%,-14,i,5%,-3%,5%

Remaining list, next part.
SMILES	DRD3 agonist	CCT modulator	PTHR1 ag	D3 antag	Akt phos inh	EPAC2 ag	Mm-Cpn inhibitor	EPAC2 antag
Cc1ccc[n+](CC(=O)N2CCCCC2)c1C	6	-1.7	-25%	21	i	-4%	1%	17%
COC(=O)/C(=C\Nc1ccc(Cl)cc1Cl)NC(=O)c1ccc(OC)cc1	-9	0.8	-7%	-8	i	-12%	2%	-9%
Cc1nn(CC(=O)N(C)Cc2ccccc2)c(=O)c2cccn12	-4	0.6	-13%	7	i	-5%	1%	-1%
Cc1cccc(C)c1NC(=O)c1sc(N)nc1-c1ccccc1	2	-0.2	i	20	i	-2%	1%	13%
Cc1ccccc1NC(=O)NCCCN1CCN(C)CC1	3	-2.6	-29%	15	i	1%	3%	1%
CCc1cc2c(=O)c(-c3cnn(-c4ccccc4)c3)coc2c(CN2CCOCC2)c1O	0	1.1	-3%	5	i	-5%	1%	2%
CCOC(=O)Nc1cccc(OCC(=O)Nc2ccc(OC)cc2OC)c1	1	0.6	-66%[inhibitor]	79	i	0%	-1%	-16%
CCO[C@@H]1OC(C(=O)NCc2nc3ccccc3[nH]2)=C[C@H](C2CCCCC2)[C@H]1CCCO	24	-2.0	-19%	34	i	-2%	/	-1%
CCOc1ccc(-c2ccc3nnc(SCC(=O)NCC4CCCO4)n3n2)cc1 (stereo not drawn)	-5	-3.7	0%	-2	i	0%	-2%	2%
O=c1[nH]c2ccccc2[n+]([O-])c1-c1ccccc1	1	-1.9	12%	-8	i	13%	1%	8%
O=C(CSc1nnc(C2CC2)n1Cc1ccccc1)c1ccc(S(=O)(=O)N2CCOCC2)cc1	0	1.2	-73%[inhibitor]	6	i	-6%	-10%	-12%
CCOc1ccc(NC(=O)c2ccc3c(c2)N(C)CCS3)cc1	5	-0.4	-8%	-10	i	-3%	/	2%
